# Source: PubChem (several laboratories)
# ABCG2 block: blocks JC-1 efflux by human ABCG2 transporter; Q9UNQ0; IgMXP3 cells, flow cytometry; inhibition, % at 6.6 µM; hit rate 0.1% among 190,000; AID 1325;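 active = inhibition above 80%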;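 note: 0% = DMSO and 100% = nicardipine control wells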
# Target sequence (Q9UNQ0 whole entry, looked up): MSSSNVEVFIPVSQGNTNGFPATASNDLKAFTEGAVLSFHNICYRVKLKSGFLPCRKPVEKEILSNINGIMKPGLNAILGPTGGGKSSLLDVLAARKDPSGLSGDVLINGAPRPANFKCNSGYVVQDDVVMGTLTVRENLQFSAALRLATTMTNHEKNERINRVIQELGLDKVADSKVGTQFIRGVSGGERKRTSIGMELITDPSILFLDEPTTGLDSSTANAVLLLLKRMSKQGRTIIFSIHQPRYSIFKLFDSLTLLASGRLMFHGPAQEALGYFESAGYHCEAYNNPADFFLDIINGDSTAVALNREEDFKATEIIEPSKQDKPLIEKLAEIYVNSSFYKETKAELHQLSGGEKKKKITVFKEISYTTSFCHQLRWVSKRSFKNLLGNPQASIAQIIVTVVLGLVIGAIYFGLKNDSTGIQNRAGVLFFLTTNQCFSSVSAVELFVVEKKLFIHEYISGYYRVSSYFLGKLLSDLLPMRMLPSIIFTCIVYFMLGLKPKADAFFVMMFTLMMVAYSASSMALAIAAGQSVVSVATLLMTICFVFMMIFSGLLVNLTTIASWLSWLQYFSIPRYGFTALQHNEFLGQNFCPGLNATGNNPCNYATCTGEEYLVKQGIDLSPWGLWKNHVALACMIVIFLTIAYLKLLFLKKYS
#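 Read-out basis: Efflux inhibition in percent versus controls | Test system: ABCG2 IgMXP3 and barcoded ABCB1 CCRF-Adr cell mix | Quantity: 3 million cells/mL in well | Schedule: 10 min at 25 °C | Control set: Nicardipine as high control, DMSO as low control | Reagent: JC-1 as fluorescent efflux pump substrate | Signal: Flow cytometry of retained JC-1 fluorescence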
# ABCB1 inh: human ABCB1 inhibition, ABCG2 as counter-screen. CCRF-Adr cells, JC-1 efflux, flow cytometry. inhibition, % at 6.6 µM. hit rate 0.067% among 190,000; in the data active = inhibition above about 40%;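 note: 0% = vehicle and 100% = reference inhibitor; higher value means more JC-1 retained so stronger ABCB1 efflux block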
# Pf gamet viab: inhibitors of late stage P. falciparum gametocyte viability. P. falciparum stage V gametocytes, ATP luminescence, 24 h. inhibition, % at 10.9 µM. hit rate 0.065% among 150,000;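 active = inhibition above the mean plus 3 SD of compounds within the control limits, set per campaign, cut at about 38% in these data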;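 note: 0% = DMSO wells and 100% = medium only without gametocytes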
# Avidin fluor: compound fluoresces at 488/530 nm on avidin beads. compound fluorescence 488/530 nm, flow cytometry; hits give high values. fluorescence (KMESF) at 10 µM. hit rate 0.38% among 220,000; in the data active = fluorescence above about 47; note: inactives centre near 10
# HRas wt GTP: modulators of GTP binding to human HRas wildtype; P01112; GST-Ras wt beads, Bodipy-FL-GTP binding, flow cytometry; actives lie on both sides; GTP binding activity, % at 10 µM; hit rate 0.14% among 190,000; AID 759;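 active = GTP binding activity at least 20% away from the 100% baseline, either lowered as inhibitor or raised as activator; inconclusive = flagged as likely green fluorescent, judged across all proteins in the well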;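 note: 0% = unlabeled GTP competition control and 100% = no-compound control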
# Target sequence (P01112 whole entry, looked up): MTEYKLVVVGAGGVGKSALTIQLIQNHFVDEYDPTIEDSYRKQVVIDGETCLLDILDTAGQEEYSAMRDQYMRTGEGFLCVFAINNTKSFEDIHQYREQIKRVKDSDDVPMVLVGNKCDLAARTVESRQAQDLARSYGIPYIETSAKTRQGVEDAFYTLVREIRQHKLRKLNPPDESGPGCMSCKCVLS
# Rab7 wt modul: alters GTP binding to wildtype dog Rab7; AID 758; GTP binding activity (percent of control), % at 10 µM; GST-Rab7 beads, fluorescent GTP binding, flow cytometry; actives lie on both sides; untreated = 100%, excess cold GTP = 0%; hit rate 0.055% among 190,000;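 active = fluorescent GTP binding to Rab7 beads changed by at least 20 points from the 100% baseline, either direction, mostly lower; inconclusive = compound itself probably fluorescent, or too few beads counted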;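 note: median green fluorescence of bound Bodipy-FL-GTP per Rab7 bead population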
# Cdc42 wt GTP: changes GTP binding to wildtype human Cdc42. percent activity (GTP binding), % at 10 µM. P60953. hit rate 0.2% among 190,000. GST-Cdc42 beads, Bodipy-GTP binding, flow cytometry; actives lie on both sides. AID 761;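 active = percent activity GTP binding at least 20 points away from the 100% baseline, either down as inhibitor or up as activator; inconclusive = compound flagged as likely green fluorescent from well-wide comparison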;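 note: median bead fluorescence of bound Bodipy-FL-GTP at 100 nM; 0% = excess unlabeled GTP control and 100% = no compound control; below 100% means less GTP binding so inhibitor and above means activator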
# Target sequence (P60953 whole entry, looked up): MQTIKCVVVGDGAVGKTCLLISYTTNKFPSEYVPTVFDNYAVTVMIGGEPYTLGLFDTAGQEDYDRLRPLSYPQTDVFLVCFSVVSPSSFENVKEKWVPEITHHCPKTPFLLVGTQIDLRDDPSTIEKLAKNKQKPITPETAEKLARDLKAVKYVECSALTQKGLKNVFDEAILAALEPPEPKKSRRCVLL
# Rac1 act GTP bind: alters GTP binding to activated mutant human Rac1; GST-Rac1 activated beads, fluorescent GTP binding, flow cytometry; actives lie on both sides; 100% means binding = to untreated wells; percent activity (GTP binding), % at 10 µM; hit rate 0.11% among 190,000;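 active = GTP binding at least 20 percentage points away from the 100% baseline, in either direction, so actives lie on both sides; inconclusive = Compound likely fluorescent itself, or too few beads counted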
# Rab2A wt mod: changes GTP binding to wildtype dog Rab2A, up or down; GTP binding activity, % at 10 µM; P61105; hit rate 0.19% among 190,000; GST-Rab2 wt beads, Bodipy-GTP binding, flow cytometry;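 active = GTP binding activity at least 20 points away from 100%, either lowered or raised; inconclusive = signal likely due to the compound's own green fluorescence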;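 note: 0% = beads with excess unlabeled GTP and 100% = no-compound control corrected for plate trend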
# GSH fluor: GSH bead compound fluorescence profile | GSH beads flow cytometry, compound fluorescence 488/530 nm; hits give high values | fluorescence (KMESF) at 10 µM | hit rate 0.25% among 190,000 | AID 1776; in the data active = fluorescence above about 89;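 note: glutathione beads carrying GST-tagged Bcl family fusion proteins plus one bare bead set; values are compound well signal with DMSO vehicle wells as background; inactives centre near 16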
# Rac1 wt GTP bind: alters GTP binding to wildtype human Rac1. P63000. GST-Rac1 beads, fluorescent GTP binding, flow cytometry; actives lie on both sides; 0 = cold GTP competed, 100 = untreated. GTP binding activity (% of control), % at 10 µM. hit rate 0.27% among 190,000;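 active = GTP binding activity at least 20 points away from the 100% control level, either lower or higher; inconclusive = compound flagged as likely green fluorescent, judged across all proteins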
# * = called active by the depositor; ? = inconclusive; nt = no result given; [ ] = remark or other dose. Rows are unselected; 1.1% or so of the library scored in one or more.
nr	Structure	ABCG2 block	ABCB1 inh	Pf gamet viab	Avidin fluor	HRas wt GTP	Rab7 wt modul	Cdc42 wt GTP	Rac1 act GTP bind	Rab2A wt mod	GSH fluor	Rac1 wt GTP bind
1	Cc1cccc(-n2c(SCC(=O)NCc3ccco3)nnc2-c2ccco2)c1	0.8	0.6	nt	23	102.0	98.0	99.0	96.0	99.0	17	102.0
2	C=CCOC(=O)c1cn(CC)c2nc(C)ccc2c1=O	17.1	0.7	-3.4	14	94.0	103.0	99.0	95.0	100.0	14	97.0
3	O=C(CN1CCc2ccccc21)NC(=O)NCc1ccco1	1.6	0.3	-15.9	nt	95.0	95.0	92.0	94.0	94.0	18	94.0
4	CC(=O)N1CCN(Cc2nc3cc(NC(=O)Cn4nc(C)c5ccccc5c4=O)ccc3n2C)CC1	-4.7	-1.0	nt	17	100.0	99.0	102.0	99.0	101.0	32	101.0
5	COc1cc(C)c(NC(=S)Nc2cccc(Cl)c2)cc1OC	21.1	0.4	nt	4	101.0	98.0	102.0	99.0	100.0	17	105.0
6	O=c1c2cc(N3CCOCC3)ccc2[nH]c(=S)n1Cc1ccc(Cl)cc1	-0.2	-0.1	12.1	12	100.0	102.0	102.0	102.0	102.0	27	102.0
7	O=C(Cc1ccccc1)N1CCC(O)(c2cccnc2)CC1	2.3	0.5	nt	8	101.0	104.0	102.0	100.0	100.0	12	101.0
8	CC(=O)c1ccc(NC(=O)c2cnn3ccccc23)cc1	4.2	0.7	nt	6	106.0	103.0	106.0	104.0	106.0	19	109.0
9	Brc1cccc(-c2nnc3n2CCC3)c1	6.0	1.0	14.9	10	99.0	101.0	99.0	97.0	98.0	55	101.0
10	CCCOc1ccc(C(=O)c2nc3c(n2O)CCCC3)cc1	1.0	0.3	-8.0	44	106.0	109.0	115.0	100.0	104.0	11	110.0
11	CC(=O)c1cccc(NC(=S)NC2CC2)c1	5.2	0.1	-2.5	8	99.0	104.0	99.0	98.0	101.0	20	101.0
12	COc1cc(S(=O)(=O)N(Cc2ccccc2)CC2CCCO2)ccc1-n1cnnn1 (stereo not drawn)	12.2	1.6	5.7	5	96.0	103.0	94.0	94.0	96.0	27	96.0
13	Clc1ccc(CSc2snnc2-c2ccccc2)c(Cl)c1	2.6	0.8	0.9	18	96.0	97.0	96.0	94.0	93.0	19	104.0
14	Cc1ccc(C(=O)C(C)OC(=O)C2CC(=O)N(C3CCCCC3)C2)cc1 (stereo not drawn)	1.7	0.4	8.2	8	100.0	99.0	101.0	98.0	97.0	4	104.0
15	COc1ccccc1NC(=O)c1ccc(NC(=O)CSc2ncn[nH]2)cc1	1.9	0.1	-4.9	3	99.0	99.0	97.0	96.0	99.0	11	103.0
16	N=c1c2c(ncn1Cc1ccco1)Oc1ccc3ccccc3c1C2c1ccccc1 (stereo not drawn)	-1.5	1.6	12.2	2	103.0	100.0	104.0	105.0	100.0	15	109.0
17	O=C(COc1ccc(Cl)cc1Cl)Nc1ccc2nc3n(c(=O)c2c1)CCCC3	-2.2	-0.9	nt	13	102.0	104.0	103.0	99.0	99.0	12	103.0
18	COc1ccc(C(C)=O)cc1CS(=O)(=O)CC(=O)O	9.1	0.8	-8.4	12	98.0	96.0	100.0	95.0	96.0	17	101.0
19	O=C(c1ccc([N+](=O)[O-])cc1)N1C=CC(C(F)(F)F)=NCC1	0.0	0.2	17.7	8	98.0	106.0	98.0	95.0	99.0	17	101.0
20	O=C(c1ccccc1[N+](=O)[O-])N1CCN(Cc2ccc3c(c2)OCO3)CC1	6.2	1.1	-3.5	7	99.0	102.0	101.0	99.0	98.0	7	100.0
21	Cc1ccc(-c2cc3ccccc3nc2N2CCOCC2)cc1	0.3	0.1	-7.3	11	96.0	105.0	93.0	91.0	97.0	14	95.0
22	CC12CN3CC(C)(CN(C1)C3c1cc3ccccc3[nH]1)C2=O (stereo not drawn)	-1.1	0.1	nt	6	101.0	99.0	102.0	100.0	101.0	69	108.0
23	O=C(COC(=O)C1CCC1)NCc1ccccc1Cl	1.2	0.2	-1.6	16	98.0	100.0	95.0	97.0	98.0	8	97.0
24	CC(C)(C)OC(=O)N1CCN(C(=O)[C@H](Cc2ccc(O)cc2)n2cc(CCO)nn2)CC1	0.8	0.3	nt	5	100.0	100.0	98.0	98.0	98.0	19	100.0
25	COc1ccc(CN2CC(C(=O)NCCN3CCN(c4ccccc4F)CC3)CC2=O)cc1 (stereo not drawn)	1.2	0.4	nt	10	102.0	102.0	103.0	99.0	102.0	7	101.0
26	COc1ccc(OC)c(C2CC(c3c(-c4ccccc4)c4cc(Cl)ccc4[nH]c3=O)=NN2S(C)(=O)=O)c1 (stereo not drawn)	3.9	0.9	nt	24	95.0	97.0	94.0	91.0	94.0	12	92.0
27	CCCNC(=O)CN(C)CC(=O)Nc1ccccc1C#N	2.0	0.4	-15.7	11	98.0	104.0	98.0	97.0	99.0	12	102.0
28	Cc1cccc(C(=O)NCC(=O)OCC(=O)N2CC3(C)CC2CC(C)(C)C3)c1 (stereo not drawn)	19.9	1.6	23.1	16	100.0	96.0	100.0	102.0	98.0	7	104.0
29	C=CCc1cc2c(oc(=O)c3ccccc32)c(C)c1O	45.4	2.9	nt	10	94.0	99.0	89.0	92.0	91.0	9	90.0
30	CCN(CC)c1ccc(/C=N/NC(=O)c2c(Cl)cnn2C)c(O)c1	12.2	0.5	-6.1	16	101.0	98.0	99.0	102.0	99.0	10	102.0
31	CCCNC(=O)CN(C)S(=O)(=O)c1c(C)cc(C)cc1C	3.3	0.1	8.2	2	98.0	96.0	98.0	98.0	103.0	14	106.0
32	Cc1ccsc1/C=N/NC(=O)c1c[nH]c2ccccc12	-0.5	-0.1	nt	8	105.0	106.0	104.0	105.0	104.0	7	108.0
33	CSc1nc2ccsc2c(=O)n1-c1ccccc1	3.9	0.3	0.0	8	95.0	96.0	95.0	91.0	93.0	14	96.0
34	OCCNCCOc1ccc(Cl)c(Cl)c1	17.0	0.7	10.2	10	?	?	?	?	?	5	?
35	COC(=O)c1ccc(NS(=O)(=O)N(C)C)cc1	7.3	0.0	nt	15	98.0	94.0	97.0	96.0	93.0	36	99.0
36	CC(=O)c1ccc(N(C(=O)Cn2nnc(-c3ccccc3)n2)C(C(=O)NC2CCCCC2)c2ccccn2)cc1 (stereo not drawn)	4.5	1.7	nt	13	99.0	100.0	98.0	99.0	101.0	6	99.0
37	COc1cc(/C=C(\C#N)C(=O)Nc2cccc3ncccc23)cc(OC)c1OC	58.0	0.6	-23.8	24	100.0	100.0	101.0	101.0	100.0	9	104.0
38	CCC(C(=O)NC1CCCC1)N(C(=O)Cn1nnc(-c2ccc(C)o2)n1)c1cnc2ccccc2c1 (stereo not drawn)	-3.7	4.2	-1.0	9	104.0	101.0	107.0	106.0	105.0	22	125.0*[activator]
39	Cc1ccc(NCc2nc3ccccc3n2C)cc1	1.6	0.1	0.5	14	100.0	99.0	101.0	98.0	101.0	42	104.0
40	COc1cc(/C=C/C(=O)N2CCCc3ccccc32)cc(OC)c1OC	14.8	2.4	9.9	16	104.0	95.0	103.0	100.0	100.0	14	104.0
41	CCCOC(=O)C1=C(C)NC2=C(C(=O)CCC2)C1c1cc(OC)ccc1OC (stereo not drawn)	-0.4	0.1	-11.1	2	100.0	97.0	99.0	99.0	98.0	47	102.0
42	COc1ccccc1-c1nnc(N(C)C(=O)C2CCCO2)s1 (stereo not drawn)	2.2	0.6	nt	36	101.0	99.0	101.0	99.0	99.0	12	101.0
43	CCOc1cc(C(=O)Nc2ccncc2)cc(OCC)c1OCC	21.5	-1.6	-0.9	8	93.0	99.0	100.0	94.0	98.0	13	99.0
44	O=S1(=O)CCN(Cc2ccc(Cl)cc2)CC1	-0.4	-0.1	-18.0	15	99.0	102.0	98.0	99.0	100.0	7	99.0
45	COc1ccc(C(=O)NC(=S)Nc2ccccc2F)cc1	-2.1	-0.5	-9.3	17	98.0	102.0	101.0	99.0	97.0	7	101.0
46	CCC1(C)Cc2c(sc3nnn(CC(=O)Nc4ccccc4)c(=O)c23)CO1 (stereo not drawn)	1.0	0.8	nt	33	99.0	96.0	99.0	96.0	97.0	16	97.0
47	CCOc1cc(NC(=S)NCC2CCCO2)c(OCC)cc1NC(=O)c1ccc(OC)cc1 (stereo not drawn)	14.1	1.5	-5.8	11	100.0	102.0	102.0	100.0	100.0	11	106.0
48	Clc1ccc2nc(SCc3nnc(-c4ccccc4)o3)[nH]c2c1	8.9	1.4	nt	21	99.0	101.0	105.0	96.0	99.0	12	103.0
49	CCc1ccc(Nc2ncc3c(n2)CC(c2ccc(OC)cc2)CC3=O)cc1 (stereo not drawn)	1.2	0.1	-42.9	37	99.0	96.0	103.0	98.0	98.0	12	100.0
50	Cc1nc2ccccc2n1CSc1ccccc1	7.5	0.9	0.0	4	102.0	97.0	103.0	101.0	101.0	8	104.0

# The list continues:
nr	Structure	ABCG2 block	ABCB1 inh	Pf gamet viab	Avidin fluor	HRas wt GTP	Rab7 wt modul	Cdc42 wt GTP	Rac1 act GTP bind	Rab2A wt mod	GSH fluor	Rac1 wt GTP bind
51	N=c1sccn1CC(=O)Nc1ccccc1Cc1ccccc1	2.7	0.8	nt	10	99.0	98.0	100.0	96.0	97.0	29	96.0
52	CCOc1ccccc1NC(=O)CCNC(=O)c1ccc(Cl)cc1	19.3	-0.3	-4.2	8	97.0	96.0	100.0	95.0	99.0	13	98.0
53	Cc1ccc(S(=O)(=O)N(Cc2cc3cc4c(cc3[nH]c2=O)OCCO4)CC2CCCO2)cc1 (stereo not drawn)	1.4	0.3	nt	11	100.0	100.0	100.0	99.0	99.0	22	103.0
54	CCOC(=O)C1=C(CN2CCOCC2)NC(=O)NC1c1cc(C)ccc1C (stereo not drawn)	18.4	1.6	nt	21	100.0	98.0	103.0	100.0	101.0	29	105.0
55	COc1cccc(/C=N/Nc2nc(Nc3ccc([N+](=O)[O-])cc3)nc(N3CCCC3)n2)c1O	-2.7	-1.1	nt	11	96.0	100.0	94.0	96.0	96.0	19	100.0
56	COC(c1ccccc1)c1nnc(CCC(=O)N(C)CCc2ccccc2)o1 (stereo not drawn)	4.0	1.0	nt	12	99.0	102.0	96.0	94.0	94.0	14	103.0
57	Cc1nc2ccccc2c2c1C(=O)N(C)C2=O	10.1	0.0	11.7	14	99.0	97.0	102.0	98.0	97.0	30	102.0
